# MrgX1 PAM – allosterically activates human MrgX1 receptor signaling | Q96LB2 | MrgX1-HEK293, Fluo-4 calcium flux, FDSS; active compounds read high | 310,000 tested, 0.63% active | B-score at 10 µM;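 active = plate-corrected calcium response at least 3 library SD above typical, normal starting fluorescence, not activating the receptor alone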;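 note: compound read alongside a low EC10 to EC30 dose of BAM8-22 agonist; peak minus trough fluorescence over baseline measured at the second addition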
# KCNQ1 inh – human KCNQ1 channel inhibition | CHO-K1 KCNQ1, FluxOR thallium flux fluorescence; active compounds read high | AID 2642 | P51787 | 310,000 tested, 1.3% active | B-score at 10 µM;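 active = compounds whose thallium flux B-score, printed positive for inhibition, exceeds three library SD while starting fluorescence stays within three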;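 note: channel opened by potassium depolarization with thallium stimulus after 20 min compound exposure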
# KCNK3 block – human KCNK3 channel inhibition, primary screen; CHO-KCNK3 thallium flux, FluxOR fluorescence; active compounds read low; O14649; AID 602410; B-score at 10 µM; 340,000 tested, 0.84% active;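 active = B-score under library mean minus 4 SD, starting fluorescence ratio at most library mean plus 5 SD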;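 note: more negative B-score means stronger inhibition of thallium flux through KCNK3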
# KCNQ1 pot – potentiators or activators of human KCNQ1 potassium channel | P51787 | CHO-K1 KCNQ1, thallium flux FluxOR fluorescence; active compounds read high | B-score at 10 µM | 310,000 tested, 0.35% active | AID 2648;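 active = fluorescence ratio B-score, a plate-corrected score, at least three library SD, with initial intensity B-score within 5 SD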
#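 Doses: Single concentration per compound, DMSO matched to controls | Test system: KCNQ1-transfected CHO-K1 cells | Timing: 90 min dye loading and 20 min compound exposure, both at room temperature | Measured by: Kinetic FluxOR thallium fluorescence, 10-s 1-Hz baseline, 110-s post-stimulus read | Medium: Assay buffer with matched DMSO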
# KCNK9 inh – human KCNK9 channel inhibition; AID 488922; Q9NPC2; B-score at 10 µM; HEK293 KCNK9, FluxOR thallium flux fluorescence; active compounds read low; 310,000 tested, 1.2% active;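 active = ratio B-score over 3 SD below the library mean, with starting fluorescence within 5 SD of its mean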;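 note: negative B-score means less thallium flux so channel inhibition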
# MrgX1 agonist – agonists of human MrgX1 receptor; 310,000 tested, 0.44% active; Q96LB2; MrgX1-HEK293 cells, Fluo-4 calcium fluorescence, agonist mode; active compounds read high; B-score at 10 µM;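 active = calcium response B-score plate-corrected fluorescence ratio at least 3 library SD, with starting fluorescence B-score inside 5 SD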
#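 System: HEK293 cells stably expressing human MrgX1 receptor; Dosing: test compound in the initial addition of three; Schedule: overnight plating, then 30 min 37 °C plus 30 min room-temperature dye loading; Detection: kinetic calcium dye fluorescence, Fluo-4 NW; Controls: per-plate positive and negative controls for Z′ factor.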
# RGS4 pot – potentiators or activators of RGS4; AID 463111; HEK293 M3R/inducible RGS4, carbachol calcium flux Fluo4; active compounds read low; B-score at 10 µM; 310,000 tested, 0.92% active;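 active = B-score of the integrated calcium signal more than 4 SD below the library mean, with starting fluorescence not abnormally high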;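 note: negative B-score means reduced calcium response which marks RGS4 activation or potentiation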
#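 System – HEK293 FlpIn-TREx cells, stable M3R, doxycycline-inducible RGS4 · Reagent – ECmax carbachol challenge · Times – compound preincubation 20 min at room temperature before agonist · Technique – Fluo4 fluorescence kinetic imaging of calcium · Measure – B score of integrated Fluo4 ratio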
# ANO1 block – inhibitors of mouse TMEM16A calcium-activated chloride channel. normalized B-score (activity score, 25-100; higher = stronger inhibition) at 10 µM. 310,000 tested, 1.2% active. Q8BHY3. HEK293 TMEM16A/YFP iodide influx fluorescence, ionomycin;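 active = ratio plate-corrected score three or more library SD toward inhibition, starting fluorescence score within five deviations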;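 note: score derived from kinetic fluorescence span divided by baseline fluorescence per well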
# Target sequence (Q8BHY3 whole entry, looked up): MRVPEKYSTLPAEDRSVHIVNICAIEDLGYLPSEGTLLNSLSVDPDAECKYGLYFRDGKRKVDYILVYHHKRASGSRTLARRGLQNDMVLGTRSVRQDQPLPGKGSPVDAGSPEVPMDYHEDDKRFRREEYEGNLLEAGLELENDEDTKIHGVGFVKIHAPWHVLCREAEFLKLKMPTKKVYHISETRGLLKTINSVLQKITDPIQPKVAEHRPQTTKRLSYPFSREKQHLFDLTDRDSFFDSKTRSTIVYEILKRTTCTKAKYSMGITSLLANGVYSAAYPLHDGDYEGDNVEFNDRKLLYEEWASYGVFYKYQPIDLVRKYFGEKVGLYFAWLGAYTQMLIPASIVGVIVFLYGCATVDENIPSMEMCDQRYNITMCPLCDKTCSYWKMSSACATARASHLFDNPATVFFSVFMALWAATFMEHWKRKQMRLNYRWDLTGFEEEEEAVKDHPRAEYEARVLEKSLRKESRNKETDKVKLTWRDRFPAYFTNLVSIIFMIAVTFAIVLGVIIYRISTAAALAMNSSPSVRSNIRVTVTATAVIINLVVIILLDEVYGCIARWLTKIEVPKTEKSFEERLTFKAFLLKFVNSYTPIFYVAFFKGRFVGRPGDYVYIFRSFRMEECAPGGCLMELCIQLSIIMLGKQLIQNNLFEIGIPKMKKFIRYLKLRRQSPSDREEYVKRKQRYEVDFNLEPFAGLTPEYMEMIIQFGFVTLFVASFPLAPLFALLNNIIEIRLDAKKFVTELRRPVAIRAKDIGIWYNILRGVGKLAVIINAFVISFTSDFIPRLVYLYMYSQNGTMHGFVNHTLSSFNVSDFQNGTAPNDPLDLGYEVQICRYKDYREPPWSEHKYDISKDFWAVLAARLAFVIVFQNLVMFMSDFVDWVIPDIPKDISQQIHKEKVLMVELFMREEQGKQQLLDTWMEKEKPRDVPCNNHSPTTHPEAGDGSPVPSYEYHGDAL
# hERG rescue – shields human hERG channel from block by proarrhythmic agents. AID 1511. Q12809. CHO-hERG, FluxOR thallium flux, dofetilide IC70 present. activation (rescue from dofetilide block), less the hit threshold, % at 10 µM. 310,000 tested, 0.51% active;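 active = activation above the mean of controls blocked by dofetilide plus 5 SD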;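 note: thallium influx through hERG after potassium depolarization seen as dye fluorescence rise; in these data hits start at about 4.7%; inactives centre near -7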
# TMEM16A act – activates or potentiates the mouse TMEM16A chloride channel | Q8BHY3 | HEK293 TMEM16A/YFP-H148Q/I152L, iodide quench fluorescence; active compounds read low | B-score at 10 µM | 340,000 tested, 0.3% active | AID 623877;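 active = fluorescence-ratio B-score plate-corrected deviation score at least 3 library SD below zero, with starting fluorescence score within 5 deviations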;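 note: channel opened by trigger with iodide after compound preincubation; score built on the fluorescence ratio of max minus min over baseline; more negative score means more quench and so TMEM16A activation or potentiation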
# RGS4 block – inhibitors of human RGS4. AID 463165. 310,000 tested, 0.45% active. B-score at 10 µM. HEK293 M3R/RGS4 inducible, Fluo-4 calcium flux; active compounds read high; triggered by carbachol at its EC20. P49798;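 active = B-score, a plate-corrected calcium signal, over three deviations above library mean, with baseline fluorescence within five deviations of library mean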;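 note: RGS4 expression induced by doxycycline in cells with stable M3 receptor; B-score is computed from the integrated fluorescence ratio over baseline after carbachol; higher B-score means a larger calcium signal and so more RGS4 inhibition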
# The depositor's hits bear a star; i = inactive; / = not tested or not shown.
# The line under a structure holds: MrgX1 PAM	KCNQ1 inh	KCNK3 block	KCNQ1 pot	KCNK9 inh	MrgX1 agonist	RGS4 pot	ANO1 block	hERG rescue	TMEM16A act	RGS4 block
CC(C)C[C@H]1CN=C(Nc2ccccc2)N1CCC1CCCC1
  i	i	i	i	i	i	i	i	-5	i	i
CC1CC1c1ccc(/C=C(\C#N)C(=O)Nc2cccc(Cl)c2Cl)o1 (configuration not stated)
  i	i	i	i	i	i	i	i	-10	i	i
COCCn1c(SCC(=O)NC2CCCCC2)nc2c(c1=O)SCC2
  i	i	i	i	i	i	i	i	-4	i	i
NS(=O)(=O)c1ccc(NCc2ccccc2OCc2ccc(F)cc2)cc1
  i	i	i	i	i	i	i	100*	-17	i	i
CCOC(=O)C1CCN(C(=O)c2cc3cc4ccc(OC)cc4nc3o2)CC1
  i	i	i	i	i	i	i	i	-11	i	i
Cc1ccc(NC(=O)C2CC(=O)N(c3ccc4c(c3)OCCO4)C2)cc1S(=O)(=O)N1CCCCCC1 (configuration not stated)
  i	i	i	i	i	i	i	25*	-14	i	i
O=C(NCCOc1ccc(F)cc1)C1CCN(S(=O)(=O)c2ccccc2)CC1
  i	i	i	i	i	i	i	i	-24	i	i
Clc1cccc(Sc2ccc(-c3ccccn3)s2)c1
  i	i	i	i	i	i	i	i	-7	i	i
Cc1ccc(C(C)NC(=O)c2c(-c3ccccc3)noc2C)cc1C (configuration not stated)
  i	i	i	i	i	i	i	i	-7	i	i
FC(F)Oc1ccccc1NC(=S)Nc1cccnc1
  i	i	i	i	i	i	i	i	-9	i	i
Cn1c(=O)n(CC(=O)NC2CCCCC2)c(=O)c2ccccc21
  i	/	i	/	/	i	/	i	/	i	/
COCCOc1ccc(C(F)(F)F)cc1NC(=O)COC(=O)C1=COCCO1
  i	i	i	i	i	i	i	i	-9	i	i
Cc1ccc2c(c1)NC(=O)C(CC(=O)NCCCN1CCCCC1C)O2 (configuration not stated)
  i	i	i	i	i	i	i	i	-2	i	i
Cn1c(N2CCN(C(=O)NC34CC5CC(CC(C5)C3)C4)CC2)nc2ccccc21
  i	i	i	i	i	i	i	i	-17	i	i
O=C(CNCc1ccco1)Nc1cccc(S(=O)(=O)N2CCCCC2)c1
  i	i	i	i	i	i	i	i	-12	i	i
COC(=O)c1ccc(NC(=O)c2cccc(C)c2[N+](=O)[O-])cc1
  i	i	i	i	i	i	i	i	-4	i	i
Cc1cccnc1NC(=O)Nc1cccc(Cl)c1
  i	i	i	i	i	i	i	i	-2	i	i
CNC(=S)N(CCc1c(C)[nH]c2ccc(Cl)cc12)Cc1cccnc1
  i	i	i	i	i	i	i	i	-10	i	i
CC(C)c1ccc(C(=O)NCc2ccc(Cl)cc2)cc1
  i	i	i	i	i	i	i	i	-7	i	i
O=C(Nc1cc(Br)ccc1O)c1cc(-c2ccco2)on1
  i	i	i	i	i	i	i	i	-3	i	i
CCCCc1ccc(NC(=O)CSCc2cc(=O)[nH][nH]2)cc1
  i	i	i	i	i	i	i	i	-15	i	i
O=C(Nc1nc(-c2ccccc2)cs1)c1cccc(S(=O)(=O)N2CCN(Cc3ccccc3)CC2)c1
  i	i	i	i	i	i	i	i	-7	i	i
Cc1ccc(C2C(C(=O)c3cc4ccccc4o3)=C(O)C(=O)N2c2cc(C)on2)cc1 (configuration not stated)
  i	i	i	i	i	i	i	i	-9	i	i
CC(=O)N1N=C(c2ccc(C)cc2)OC1c1ccc(C)cc1 (configuration not stated)
  i	i	i	i	i	i	i	i	-7	i	i
COCCNc1cc(C)nc2c(-c3ccccc3OC)c(C)nn12
  i	i	i	i	i	i	i	i	-12	i	i
CN1C(=O)C(C)(C)c2cc(S(=O)(=O)N3CCN(c4ccccc4F)CC3)ccc21
  i	i	i	i	i	i	i	i	-3	i	i
Cc1ccc(C(=O)O)cc1NC(=O)Nc1cccc2ccccc12
  i	i	i	i	i	i	i	i	-8	i	i
COc1cccc(CNC(=O)CCS(=O)(=O)c2ccc3c(c2)oc(=O)n3C)c1
  i	i	i	i	i	i	i	i	-4	i	i
CCOCCCNC(=O)c1ccc2c(c1)ncn2-c1ccc(CC)cc1
  i	i	i	i	i	i	i	i	-3	i	i
Cc1onc(-c2c(Cl)cccc2Cl)c1C(=O)NC(=S)Nc1sc2c(c1C(N)=O)CCC(C)C2 (configuration not stated)
  i	i	i	i	i	i	i	i	-11	i	i
C=CCn1c(C(C)C)nc2ccccc21
  i	i	i	i	i	i	i	i	-6	i	i
O=C(NCCN1CCOCC1)C(=O)NCc1ccc2c(c1)OCO2
  i	i	i	i	i	i	i	i	-7	i	i
CCC(C(=O)O)N1C(=O)/C(=C/C(C)=C/c2ccccc2)SC1=S (configuration not stated)
  i	i	i	i	i	i	i	i	-13	i	i
CCOC(=O)Nc1c(C(=O)OC)[nH]c2cc(OC)ccc12
  i	i	i	i	i	i	i	i	-4	i	i
CCOc1ccc(NC(=O)CSc2nnc(Cn3cnc4ccccc43)n2C)cc1
  i	i	i	i	i	i	i	i	-10	i	i
O=C(Nc1cc2c3c(c1)CC(=O)N3CCC2)c1ccc(Br)o1
  i	i	i	i	i	i	i	i	-10	i	i
COCCN(CC(=O)NCC1CCCO1)C(=O)CCC(=O)Nc1ccccn1 (configuration not stated)
  i	i	i	i	i	i	i	i	-6	i	i
COc1ccc(CCC(=O)NCc2cccc(C(F)(F)F)c2)cc1
  i	i	i	i	i	i	i	i	-8	i	i
Cc1nonc1CN(C)C(=O)c1ccc(OC2CCN(C(=O)c3cccnc3)CC2)cc1
  i	i	i	i	i	i	i	i	-13	i	i
Cc1cc(/C=C(\C#N)C(=O)NCc2cccs2)c(C)[nH]1
  i	i	i	i	i	i	i	i	-2	i	i
CCCc1cc(=O)[nH]c(/N=C(/NC(=O)c2ccccc2)Nc2ccc3c(c2)OCCO3)n1
  i	i	/	i	i	i	i	i	-8	/	i
CCn1nc(C)c(Br)c1-c1nc(CS(=O)(=O)c2ccsc2)no1
  i	i	i	i	i	i	i	i	-7	i	i
O=C1COc2ccc(C(=O)COC(=O)c3cnc(Cl)c(Cl)c3)cc2N1
  i	i	i	i	i	i	i	i	-20	i	i
CCN1CCN(c2ccc(S(=O)(=O)N3CCCCC3)cc2NC(=O)Cc2ccc(OC)cc2)CC1
  i	i	i	i	i	i	i	i	-7	i	i
Cc1cc(C)cc(NC(=O)C2CC3CCC2C3)c1 (configuration not stated)
  i	i	i	i	i	i	i	i	-4	i	i
C=C1CCN([C@@H](CC(C)C)C(=O)NCCC(C)C)S(=O)(=O)c2ccccc21
  i	i	i	i	i	i	i	i	1	i	i
CCCOc1ccc(CSc2nnc(CCC)n2N)cc1
  i	i	i	i	i	i	i	i	-5	i	i
CCOC(=O)C(=N/O)/C(C)=N/NC(=O)C(=O)Nc1cc(Cl)ccc1Cl
  i	i	i	i	i	i	i	i	-18	i	i
Cc1ccc(Nc2nc(Oc3ccc(OCc4ccccc4)nn3)nc(N3CCOCC3)n2)cc1
  i	i	i	i	i	i	i	i	-6	i	i
COC(=O)c1ccc(-c2noc(CN(Cc3nccn3C)C(C)C)n2)cc1
  i	i	i	i	i	i	-7.5*	i	-13	i	i

# New compounds follow.
# The line under a structure holds: MrgX1 PAM	KCNQ1 inh	KCNK3 block	KCNQ1 pot	KCNK9 inh	MrgX1 agonist	RGS4 pot	ANO1 block	hERG rescue	TMEM16A act	RGS4 block
COc1ccc(/C=C(/NC(=O)c2ccc(Br)cc2)C(=O)N2CCOCC2)cc1
  i	i	i	i	i	i	i	i	-5	i	i
Cc1ccc(CC(=O)Nc2ccc(F)c([N+](=O)[O-])c2)cc1
  i	i	i	i	i	i	i	i	-3	i	i
Cc1cc(C)n2nc(CC(=O)NNC(=O)c3ccccc3Cl)nc2n1
  i	i	i	i	i	i	i	i	-3	i	i
COc1ccc(/C(C)=N/NC(=O)Cc2ccc(Cl)cc2)cc1
  i	i	i	i	i	i	i	i	-4	i	i
CCC(C)(C)n1nnnc1C(c1ccccc1)N1CCc2ccccc2C1 (configuration not stated)
  i	i	-9.4*	i	i	i	i	i	-13	i	i
Cc1ccc(Nc2nc(N)c([N+](=O)[O-])c(NCCO)n2)cc1
  8*	i	i	i	i	i	i	i	-5	i	i
Cc1ccc(S(=O)(=O)CC(=O)Nc2nc3ccccc3s2)cc1
  i	i	i	i	i	i	i	i	-11	i	i
CCOC(=O)CNC(=O)CSc1nnc(C)c(=O)[nH]1
  i	i	i	i	i	i	i	i	-2	i	i
O=C(COc1ccc(Br)cc1)Nc1nnc(-c2cccnc2)s1
  i	i	/	i	i	i	i	i	-5	/	i
C=CCn1c(CSc2nc3ccccc3s2)nnc1SCC(=O)OCC
  i	i	i	i	i	i	i	i	-15	i	i
CSc1cccc(CN(C)C(=O)C2CCC(=O)N(CCCN3CCCC3=O)C2)c1 (configuration not stated)
  i	i	i	i	i	i	i	i	-4	i	i
NNC(=O)c1cc2cc(OC(F)(F)F)ccc2[nH]1
  i	i	i	i	i	i	i	i	-13	i	i
Cc1ccccc1NC(=O)NC1CCCCC1C (configuration not stated)
  i	i	i	i	i	i	i	i	-8	i	i
Cc1c(Cl)cccc1Nc1ncccc1C(=O)O
  i	i	i	i	i	i	i	i	-6	i	i
Cc1cc(C)nc(NS(=O)(=O)c2ccc(NC(=S)NC(=O)C3CCCC3)cc2)n1
  i	i	i	i	i	i	i	i	-12	i	i
CCCn1c(SCc2nc3ccccc3s2)n[nH]c1=O
  i	i	i	i	i	i	i	i	-3	i	i
Cn1ccc2c([N+](=O)[O-])cccc2c1=O
  i	i	i	i	i	i	i	i	-10	i	i
C=CCN(CC=C)c1nc2ccccc2nc1C(C#N)C(=O)OCCOC (configuration not stated)
  i	i	i	i	i	i	i	i	-15	i	i

# High-throughput results as filed in PubChem BioAssay.
